Xi reactivation = activators of X-chromosome reactivation in mouse fibroblasts; XiGFP mouse fibroblasts, % GFP-positive cells imaging, 3 d; cells co-treated with 5-aza-dC sensitizer; scaled so ellipticine positive control = 100%; activation, % at 7.58 µM; hit rate 0.055% among 360,000;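 active means mean normalized replicate activation at least 10% and every replicate at or above 10%; inconclusive means only one of the two criteria met; inactive means mean below 10% and not all replicates reach 10%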;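 further: 0% = median of on-plate neutral control wells and 100% = ellipticine 6 µM median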
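System: XiGFP fibroblasts, SV40-immortalized. Medium: DMEM plus 5-aza-dC sensitizer. Doses: single point. Timing: 3 d treatment, 15 min room-temperature fixation. Control set: ellipticine 6 µM.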
RAD52 inh = RAD52 (human) annealing inhibition; recombinant RAD52 DNA annealing, FRET fluorescence; inhibition, % at 18.7 µM; AID 651710; hit rate 0.46% among 360,000;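 active means every replicate showing at least 50% inhibition; inconclusive means mean inhibition at least 50% but not in every replicate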
RAD54 inh = RAD54 (human) branch migration inhibition. hit rate 0.14% among 360,000. Q92698. inhibition, % at 10.4 µM. AID 602329. RAD54 Holliday junction branch migration, FAM/BHQ fluorescence;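 active means mean normalized replicate activity at least 40 and at least half of replicates scoring 40 or more; inconclusive means only one of the two criteria met; inactive means mean below 40 and under half of replicates reaching 40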;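 further: 0% = median of neutral control wells and 100% = median of positive control wells; inhibitors cause a drop in the FAM fluorescence signal; in these data hits start at about 50%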
ARNT TACC3 PPI = disruptors of human ARNT/TACC3 interaction. hit rate 0.66% among 390,000. AlphaScreen His-ARNT PAS-B/GST-TACC3 binding, luminescence; TACC3 fragment carries E629A point mutation. Q9Y6A5. inhibition, % at 9.99 µM. AID 623870;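 active means mean inhibition of replicates at least 50% and at least half of replicates each reaching 50%; inconclusive means half or more replicates reach 50% but mean below 50%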;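 further: 0% = complete ARNT plus TACC3 wells and 100% = ARNT alone without TACC3; many hits fall short of the cut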
esBAF inh = SWI/SNF esBAF complex inhibition; reporter increase, % at 12.5 µM; mouse ES cells, Bmi1-luciferase knock-in reporter, 24 h; 100% = twice the neutral-well signal; hit rate 2% among 350,000; in the data active means activation above about 40%; inconclusive means no clear call, values can overlap the other calls;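 further: 0% = median of the plate's neutral control wells and 100% = double that signal; a rise in the Bmi1 reporter signal indicates esBAF inhibition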
ERAP1 inh = inhibitors of human ERAP1 aminopeptidase; Q9NZ08; recombinant ERAP1, Leu-AMC fluorescence, 60 min; hit rate 0.15% among 340,000; inhibition, % at 10.7 µM;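 active means mean replicate inhibition of at least 30%, or all replicates individually reaching that 30% level; inactive means mean below 30% and not every replicate reaching it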;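 further: 0% = neutral control wells and 100% = L-leucinethiol positive control wells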
Target sequence (Q9NZ08 whole entry, looked up): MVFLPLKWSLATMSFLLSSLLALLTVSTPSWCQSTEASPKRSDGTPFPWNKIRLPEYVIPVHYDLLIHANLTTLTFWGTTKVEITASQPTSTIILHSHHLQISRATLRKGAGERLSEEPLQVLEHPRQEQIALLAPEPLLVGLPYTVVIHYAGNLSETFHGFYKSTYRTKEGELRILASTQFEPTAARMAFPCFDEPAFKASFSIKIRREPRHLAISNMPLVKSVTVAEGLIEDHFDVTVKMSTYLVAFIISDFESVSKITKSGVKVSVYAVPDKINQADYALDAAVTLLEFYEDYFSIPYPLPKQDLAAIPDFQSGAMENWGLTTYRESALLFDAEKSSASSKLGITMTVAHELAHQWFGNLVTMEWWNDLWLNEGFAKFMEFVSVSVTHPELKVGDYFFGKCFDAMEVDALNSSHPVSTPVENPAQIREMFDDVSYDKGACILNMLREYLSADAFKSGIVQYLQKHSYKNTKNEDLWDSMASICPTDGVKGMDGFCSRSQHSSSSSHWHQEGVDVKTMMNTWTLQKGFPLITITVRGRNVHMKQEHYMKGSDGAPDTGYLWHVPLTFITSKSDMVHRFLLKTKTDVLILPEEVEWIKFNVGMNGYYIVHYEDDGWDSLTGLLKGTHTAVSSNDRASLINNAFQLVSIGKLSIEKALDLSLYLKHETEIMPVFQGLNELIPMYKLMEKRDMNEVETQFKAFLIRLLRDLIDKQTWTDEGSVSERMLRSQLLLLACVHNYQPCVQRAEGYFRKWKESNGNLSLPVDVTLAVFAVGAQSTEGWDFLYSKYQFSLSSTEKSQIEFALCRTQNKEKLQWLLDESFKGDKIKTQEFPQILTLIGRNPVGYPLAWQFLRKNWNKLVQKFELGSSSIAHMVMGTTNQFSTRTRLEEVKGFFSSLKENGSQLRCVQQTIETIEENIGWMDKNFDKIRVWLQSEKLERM
F508del corr = correctors of CFTR F508del function in bronchial epithelial cells; CFBE cells, YFP halide quenching; stimulated with forskolin plus potentiator P3; % fluorescence drop versus neutral controls; activity (quench increase), % at 7.58 µM; hit rate 0.36% among 350,000;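 active means mean added fluorescence quench of at least 8% versus neutral control, with both replicates also reaching 8%; inconclusive means only one of the mean or replicate conditions met; inactive means mean below 8% and not both replicates reaching 8%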;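 further: cells transiently co-express mutant CFTR-F508del with the halide-sensitive YFP; corrector assay measuring rescue of mutant channel to the surface after 24 h compound exposure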
GSIS activator = GLuc luminescence reporter in INS-1E cells, primary screen for activators of glucose-dependent secretion of insulin | activation, % at 16.6 µM | hit rate 0.61% among 370,000 | AID 743287 | INS-1E GLuc reporter insulin secretion, 2-3 h;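 active means lowest replicate activation of at least 40%, so every replicate reaches that level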;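 further: 0% = median of neutral control wells and 100% = median of IBMX positive control wells; some compounds called inactive have numbers as strong as hits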
An asterisk follows results filed as active; u = inconclusive; x = no result given; & = joins results of further samples.

SMILES	Xi reactivation	RAD52 inh	RAD54 inh	ARNT TACC3 PPI	esBAF inh	ERAP1 inh	F508del corr	GSIS activator
CC(O)C(NS(=O)(=O)c1ccc(Cl)cc1)C(=O)OCC(=O)Nc1cccnc1Cl (stereo not given)	0.0	x	0	20	x	x	-0.2	13
Cc1cc(C)c2c(=O)cc(C(=O)NCc3ccccc3)oc2c1	0.2	6	8	-8	5	-2	-1.2	5
Cc1noc(C)c1NC(=O)N(C)C[C@H]1Oc2ccc(NC(=O)Nc3cccc4ccccc34)cc2CC(=O)N([C@@H](C)CO)C[C@H]1C	-0.7	-9	7	x	0	1	-1.0	0
O=C(COc1ccc(Cl)cc1)NC(=S)Nc1ccccc1N1CCOCC1	0.0	-6	1	3	-2	2	2.3	-10
C=CCNC(=S)NNC(=O)COc1ccc(Br)cc1	0.0	0	x	-8	x	-1	x	7
Cn1c(=O)oc2cc(S(=O)(=O)N3CCC(C(=O)NCc4ccc(F)cc4)CC3)ccc21	0.2	-7	5	-7	4	x	-1.5	4
CCN(C[C@@H]1N[C@@H](CO)[C@@H]1c1ccc(C2=CCCC2)cc1)C(=O)c1ccncc1	0.0	3	-3	2	2	-3	-0.3	6
Cc1nn(C(=O)c2ccoc2C)c(N)c1-c1ccccc1	0.6	-23	20	-3	78*	2	7.2	x
O=C(O)CNC(=O)c1cccc(C(F)(F)F)c1	0.3	-4	x	x	x	-2	5.1	9
COc1ccc(C(=O)NCC(c2cccnc2)N2CCN(c3ccccc3)CC2)cc1OC (stereo not given)	0.2	-5	-7	4	-4	8	-0.8	12
CCCC1Cc2[nH]c(=O)c(C#N)cc2CO1 (stereo not given)	0.0	10	-7	-26	-1	0	-0.6	14
COC(=O)C[C@H]1C[C@@H]2c3cc(NC(=O)C4CCOCC4)ccc3O[C@@H]2[C@@H](CO)O1	0.0	4	-13	6	3	-2	-0.4	10
CCOC(=O)N1CCN(C(=O)c2ccccc2N(Cc2ccccc2)S(=O)(=O)c2ccc(OC)cc2)CC1	0.6	-9	x	0	x	-5	u	-21
CC(=O)Nc1ccc(S(=O)(=O)NCC(=O)OCC(=O)NNC(=O)c2ccccc2)cc1	0.3	-4	-10	2	2	-2	-3.6	x
O=C(NNC(=O)c1ccc(Cl)cc1Cl)c1cnccn1	0.0	-7	x	2	x	4	-3.9	15
CO[C@@H]1CN(C)C(=O)c2cc(NS(=O)(=O)c3cn(C)cn3)ccc2OC[C@H](C)NC[C@@H]1C	0.2	-13	x	x	x	-3	-1.3	7
Cn1ccnc1C(O)c1cc(C(C)(C)C)c(O)c(C(C)(C)C)c1 (stereo not given)	x	x	-8	4	-13	x	x	-14
O=C(COC(=O)C1CCN(c2ccc(C(F)(F)F)cn2)CC1)c1ccc(Cl)cc1	0.0	-28	x	-2	x	-3	-3.0	-19
COc1ccc(S(=O)(=O)c2cnc3ccccc3n2)cc1	0.1	-3	2	x	-2	-2	0.4	3
CN(C)C(=O)C[C@H]1C[C@H]2c3cc(NC(=O)CC4CC4)ccc3O[C@H]2[C@H](CO)O1	0.1	2	6	-3	-4	1	2.4	8
CCN(CC)C(=O)CN1C(=O)C2(OCC(C)(C)CO2)c2ccccc21	0.0	-19	-10	x	-2	3	-12	19
CCN(c1ccccc1)S(=O)(=O)c1cc(C(=O)Nc2ccc(F)c(F)c2)ccc1F	0.0	-6	2	-4	x	-4	x	1
O=C(O)C[C@H]1c2cc(F)ccc2S(=O)(=O)N1C1CCCC1	-0.1	-4	-5	x	-6	-2	0.9	12
Cc1ccc(C(C)NC(=O)Cc2cccs2)cc1C (stereo not given)	0.2	7	1	-2	x	0	2.3	-3
COc1cc(/C=C2\C(=O)ON=C2c2ccccc2)cc(Br)c1O	0.1	-241	-12	-10	8	1	-0.5	-8

Structures above containing a CF3 group (2):
SMILES	Xi reactivation	RAD52 inh	RAD54 inh	ARNT TACC3 PPI	esBAF inh	ERAP1 inh	F508del corr	GSIS activator
O=C(O)CNC(=O)c1cccc(C(F)(F)F)c1	0.3	-4	x	x	x	-2	5.1	9
O=C(COC(=O)C1CCN(c2ccc(C(F)(F)F)cn2)CC1)c1ccc(Cl)cc1	0.0	-28	x	-2	x	-3	-3.0	-19

(more compounds)
SMILES	Xi reactivation	RAD52 inh	RAD54 inh	ARNT TACC3 PPI	esBAF inh	ERAP1 inh	F508del corr	GSIS activator
Cc1ccc(C)c(NC(=O)COC(=O)CNC(=O)c2ccccc2Cl)c1	0.1	-7	-6	-1	-1	-2	1.6	-4
COCCCNC(=O)/C=C/c1ccc(Cl)cc1	x	11	-3	1	21	-2	-1.5	11
Cn1nnnc1SCCNCc1ccccc1OCc1ccc(Cl)cc1	0.0	x	-10	-9	-11	x	x	-29
COC(=O)c1ccccc1NC(=O)CSc1n[nH]c(-c2ccncc2)n1	0.5	1	1	-1	-6	1	-1.1	28
COc1ccc(C(=O)NCCS(=O)(=O)NCc2ccccc2)cc1	0.1	-20	-7	-2	-4	-1	-2.4	23
CC1(C)Cc2ccccc2-c2nnc(-c3ccc(O)cc3)n21	0.1	-6	-2	-7	x	7	-2.9	3
CC1(C(=O)Nc2cccc3cccnc23)CCN1Cc1cccc2c1OCO2 (stereo not given)	-0.1	-3	-12	x	1	0	-3.2	3
O=C(CCN1CCN(c2ccccc2)CC1)N/N=C/c1ccccc1O	-0.1	-8	x	32	x	7	4.9	-8
CCCC(=O)OC[C@H]1CN(C2CCCC2)S(=O)(=O)c2c(Oc3ccc(F)cc3)cccc2O1	0.0	0	x	x	x	x	2.5	15
COc1ccc(CCNC(=O)c2c(C)nn(-c3ccccc3)c2Cl)cc1	-0.1	-18	9	-2	-6	0	0.4	3
C[C@]12CCC(=O)C[C@@H]1CC[C@@H]1[C@@H]2CC[C@]2(C)[C@@H](C(=O)COC(=O)CCC(=O)O)CC[C@@H]12	0.1&0.0	-4&-4	-21&4	6&-10	-7&-13	-1&-5	-1.3&0.4	1&1
Oc1ccc(Cl)cc1C=Nc1ccc(Br)cc1	0.0	5	x	-5	x	5	1.0	21
O=c1ccn([C@@H]2O[C@H](CNS(=O)(=O)C3CC3)[C@@H](O)[C@H]2O)c(=O)[nH]1	0.1	-3	-3	x	1	9	1.6	18
C[C@H](CO)N1C[C@H](C)[C@@H](CN(C)Cc2ccc(C(F)(F)F)cc2)OCCCC[C@H](C)Oc2ccc(NC(=O)Nc3cccc4ccccc34)cc2C1=O	0.1	x	6	-4	2	x	1.9	-2
O=C(NCC(=O)N1CCN(c2ccccc2)CC1)c1ccco1	0.2	-4	-3	x	4	-1	1.8	17
CC(C)C1C(=O)N(Cc2cn(CC3CCCCC3)nn2)CCS(=O)(=O)N1Cc1ccc(-c2ccc(Cl)cc2)cc1 (stereo not given)	0.0	-9	x	x	5	x	5.1	-8
O=C(CCCN1C(=O)C(c2ccccc2)Oc2cccnc21)Nc1ccccc1Cl (stereo not given)	0.2	-11	-2	-29	-9	2	-2.5	125
CN(Cc1nccn1C)C(=O)CC1C(=O)NCCN1Cc1ccc(F)cc1Cl (stereo not given)	0.1	-9	3	7	-5	2	-0.4	11
CO[C@H]1CN(C)C(=O)c2cc(NC(=O)c3ccccc3)ccc2OC[C@@H](C)NC[C@@H]1C	0.0	2	4	-11	1	2	-1.1	2
O=C(Cc1ccc(Cl)c(Cl)c1)NC1CCCCCC1	0.0	-41	x	-6	34	-2	1.6	-40
O=C(C[C@@H]1C[C@H]2c3cc(NC(=O)C4CCOCC4)ccc3O[C@H]2[C@@H](CO)O1)NCC(F)(F)F	0.1	5	0	-5	-6	2	-3.7	12
COc1ccc(CCNS(=O)(=O)c2ccc(OC)c(OC)c2)cc1OC	0.0	1	-1	0	4	3	-3.2	27
COC(=O)C(=C/C=C/c1ccco1)C(=O)OC	0.1	-19	x	-14	-2	x	-1.4	-7
COc1ccc(NC(=O)Nc2c(C)n(C)n(-c3ccccc3)c2=O)cc1OC	0.0	-12	3	-2	x	-1	5.6	29
CC1CCN(S(=O)(=O)N2CCC(C(=O)NC(C)c3ccccc3)CC2)CC1 (stereo not given)	0.2	-10	-4	x	4	0	-1.9	x

(continued)
SMILES	Xi reactivation	RAD52 inh	RAD54 inh	ARNT TACC3 PPI	esBAF inh	ERAP1 inh	F508del corr	GSIS activator
CCOc1ccccc1NS(=O)(=O)c1ccc(-n2cccn2)cc1	0.0	-12	14	3	-2	1	2.8	24
CC1=C(C(=O)OC(C)C)C(c2ccsc2)NC(=O)N1C (stereo not given)	x	x	6	0	-5	x	x	18
C[C@H](CO)N1C[C@H](C)[C@@H](CN(C)Cc2ccc(Oc3ccccc3)cc2)Oc2c(NC(=O)NC3CCCCC3)cccc2C1=O	-0.7	-2	4	5	-4	1	-2.0	-8
C[C@@H]1CN([C@H](C)CO)C(=O)CCCn2cc(nn2)CO[C@@H]1CN(C)C(=O)Nc1cccc(C(F)(F)F)c1	0.3	x	x	x	1	x	0.6	-2
COc1cc(NC(=O)C2CCCN(S(=O)(=O)c3ccc4c(c3)oc(=O)n4C)C2)cc(OC)c1 (stereo not given)	9.7	1	5	4	-7	4	-1.0	3
O=C(/C=C/c1cccs1)N1CCN(c2ccccc2)CC1	0.3	-14	x	6	x	-6	-1.2	6
COc1ccc(CCNC(=O)Oc2ccccc2)cc1OC	-0.1	-1	-9	0	-1	-2	0.7	16
Cc1noc(C)c1S(=O)(=O)N(C)C[C@@H]1OCCCC[C@@H](C)Oc2ccc(NS(C)(=O)=O)cc2C(=O)N([C@H](C)CO)C[C@@H]1C	0.0	14	-8	-6	-4	-1	-3.6	10
C[C@@H]1CN([C@@H](C)CO)C(=O)c2cc(NS(=O)(=O)c3ccccc3)ccc2O[C@H]1CN(C)S(C)(=O)=O	0.1	-4	-8	-4	-3	2	0.0	5
C/C(=N\OCC(=O)Nc1ccc(OC(F)(F)F)cc1)c1ccc2c(c1)OCCO2	0.0	-8	x	-20	0	-1	2.4	-24
CCOc1cc(C(=O)Nc2nnc(S(=O)(=O)N3CCOCC3)s2)cc(OCC)c1OCC	0.0	-10	7	-5	0	-1	-2.2	12
[N-]=[N+]=CC(=O)C(Cc1ccccc1)N1C(=O)c2ccccc2C1=O (stereo not given)	x	x	-6	-1	-3	x	x	4
CCCc1nc2nc(C)c(NS(=O)(=O)c3ccc(CC(C)C)cc3)c(=O)n2[nH]1	0.0	2	-1	-7	0	-2	3.4	0
O=C(NCC1CCCN1S(=O)(=O)c1ccccc1)c1cccc(Cl)c1 (stereo not given)	-0.3	-123	-6	-4	4	-1	4.0	-37
Cc1cccc(OCC(=O)N2CCN(C(=O)COc3ccc(Cl)cc3)CC2)c1	0.0	-5	-6	11	2	2	-0.6	4
O=C(O)CN1C(=O)/C(=C\c2cccc(OCc3ccc(F)cc3)c2)SC1=S	0.0	-6	4	-6	4	13	0.3	8
C[C@@H]1CN([C@@H](C)CO)C(=O)c2cccc(NS(C)(=O)=O)c2O[C@H]1CN(C)Cc1ccc(C(=O)Nc2ccccc2N)cc1	0.1	-1	x	x	x	-2	-1.0	18
CC1CN=C(NS(=O)(=O)c2ccccc2)N1 (stereo not given)	0.0	-1	-1	x	x	3	-0.1	10
COC(=O)c1ccc(OCC(=O)c2ccccc2OC)cc1	x	-5	5	-3	31	3	x	15
COC(=O)c1ccc(N=NN2CCCCC2)cc1	0.0	-3	x	1	x	5	-2.7	1
CCOc1ccc(NC(=S)N(CCc2ccncc2)C(C)C)cc1	0.0	-4	-7	-2	-3	-1	0.4	-12

Screening results: PubChem BioAssay, Broad Institute
